IL-2 act: activates IL-2 in a cell-based reporter assay | 360,000 compounds, 0.065% hits | IL-2 activation reporter assay, cell-based qHTS; stimulated with anti-CD3/CD4/CD28 beads; in transgenic mouse T cells | activation, % (series mostly up to about 46 µM) | AID 652025; in the data active = activation above about 50%; inconclusive = mostly about 30% to 49%; also: 0% is about no effect
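Unstimulated transgenic mouse T cells, 750 per well, received compound and, after 60 minutes, anti-CD3/anti-CD4 bead plus anti-CD28 stimulation. EGFP and DsRed were quantified after 18 hours.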
HepG2 tox: counter-screen for TGF-b inhibitors: cytotoxicity in HepG2 cells | HepG2 CAGA-GFP viability, ATP luminescence, 18 h | Potency, µM (top dose mostly 46.1 µM), for the others: at the highest dose activity change, negative = cytotoxicity, hits mostly cytotoxic | 410,000 compounds, 0.76% hits | AID 588856; also: potency is read from the fitted curve at half-maximal effect; some results filed as inactive show a strong effect at the top dose
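HepG2 CAGA-GFP cells (1000/well, DMEM with 1% FBS) received compound, then TGF-beta at 500 pg/mL final, and were incubated 18 hours at 37 degrees C. Viability was read by CellTiter-Glo luminescence. Media-only wells were set as complete cell-killing and DMSO as no toxicity.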
Nrf2 inh: blocks Nrf2 signaling; Potency, µM (series often up to 46 µM), inactives show top-dose activity change, negative = inhibition, actives largely listed as inhibitors; 360,000 compounds, 2.1% hits; AID 504444; A549 ARE-Fluc reporter, luciferase luminescence, 18-24 h; also: potency is read from the fitted curve at half-maximal effect; % is scaled to controls: 0 for no effect and ±100 for the full control effect; nearly all actives have a fitted effect of over 60% in size
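A549 ARE_Fluc cells (5000/well, 5% FBS OPTI-MEM) pre-incubated 2 h, then treated with compounds 18-24 h at 37C/5% CO2 in concentration-response. CellTiter-Fluor viability read first; BugLite luciferase luminescence after 15 min at room temperature gives Nrf2 activity.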
TGFb SMAD3 inh: TGF-b pathway inhibition. HepG2 CAGA-GFP TGF-b/SMAD3 reporter, GFP fluorescence, 18 h; TGF-beta stimulated, 500 pg/mL final. AID 588855. Potency, µM (series often up to 46.1 µM), for the others: top-dose activity, negative = inhibition, usual class: inhibitors. 410,000 compounds, 1.2% hits; also: potency is read from the fitted curve at half-maximal effect; % is scaled to controls: 0 for no effect and ±100 for the full control effect; nearly all actives have a fitted effect of over 65% in size
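TGF-beta reporter screen: HEPG2 CAGA-GFP, 1% FBS, 500 pg/mL TGF-beta final, 18 h; per-cell GFP summed per well; curves fitted and categorized by class.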
EPAC2 agonist: agonists of human EPAC2 (RAPGEF4); Q8WZA2; EPAC2 activation, biochemical qHTS; response scale: 100% = 6.5 mM cAMP response; Potency, µM (titrated, usually from 154 µM), inactives show at the top dose activation, most hits filed as activators; 360,000 compounds, 0.079% hits; AID 720711; also: potency is read from the fitted curve at half-maximal effect; nearly all actives have a fitted effect of over 50% in size
Target sequence (Q8WZA2 whole entry, looked up): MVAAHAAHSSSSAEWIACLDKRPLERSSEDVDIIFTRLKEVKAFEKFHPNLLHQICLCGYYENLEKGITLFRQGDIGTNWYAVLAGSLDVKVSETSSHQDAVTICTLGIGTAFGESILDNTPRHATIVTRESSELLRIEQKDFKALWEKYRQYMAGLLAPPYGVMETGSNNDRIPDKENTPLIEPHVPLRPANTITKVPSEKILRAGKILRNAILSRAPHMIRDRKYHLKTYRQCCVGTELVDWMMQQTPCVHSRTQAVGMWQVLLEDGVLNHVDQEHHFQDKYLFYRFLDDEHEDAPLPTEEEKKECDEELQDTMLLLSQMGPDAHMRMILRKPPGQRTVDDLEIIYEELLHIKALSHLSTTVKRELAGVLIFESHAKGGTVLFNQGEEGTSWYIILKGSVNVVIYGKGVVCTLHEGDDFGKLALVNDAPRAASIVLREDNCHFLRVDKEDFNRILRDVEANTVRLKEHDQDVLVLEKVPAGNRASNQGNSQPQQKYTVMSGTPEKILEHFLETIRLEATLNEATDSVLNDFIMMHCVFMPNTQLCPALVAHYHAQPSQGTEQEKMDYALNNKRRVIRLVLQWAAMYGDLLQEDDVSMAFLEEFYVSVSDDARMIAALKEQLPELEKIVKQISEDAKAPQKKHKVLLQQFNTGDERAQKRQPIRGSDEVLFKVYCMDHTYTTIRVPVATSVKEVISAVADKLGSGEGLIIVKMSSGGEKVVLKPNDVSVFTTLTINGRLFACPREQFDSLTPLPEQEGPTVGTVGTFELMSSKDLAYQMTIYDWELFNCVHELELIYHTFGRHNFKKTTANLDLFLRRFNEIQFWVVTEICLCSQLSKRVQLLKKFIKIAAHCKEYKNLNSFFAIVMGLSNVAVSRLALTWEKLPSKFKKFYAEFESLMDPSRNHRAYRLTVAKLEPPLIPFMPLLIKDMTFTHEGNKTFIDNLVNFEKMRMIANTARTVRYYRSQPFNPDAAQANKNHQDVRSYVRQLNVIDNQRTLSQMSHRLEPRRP
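Nucleotide exchange monitored as fluorescence drop when BODIPY-GDP leaves Rap1B. Reaction: 100 nM EPAC2, 250 nM RAP1B-BODIPY-GDP, 50 uM GDP, room temperature, kinetic read over 30 min. Activity expressed relative to 6.5 mM cAMP.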
A549 tox: A549 cytotoxicity, counter-screen for Nrf2 inhibitors. A549 ARE-Fluc cells, CellTiter-Fluor viability, 18-24 h. Potency, µM (highest dose often 46 µM), for the others: top-dose activity change, negative = cytotoxicity, most hits filed as inhibitors. 390,000 compounds, 0.16% hits. AID 504648; also: potency is read from the fitted curve at half-maximal effect; % is scaled to controls: 0 for no effect and ±100 for the full control effect
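A549 ARE-Fluc cells in 5% FBS OPTI-MEM, 5000 cells/well, rested 2 h then exposed to compounds in concentration-response for 18-24 h at 37 °C. Viability by CellTiter-Fluor fluorescence (Ex 405/Em 525) after 30 min; luciferase luminescence (BugLite, 15 min, RT) read afterwards.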
ATXN2 expr inh: ATXN2 expression inhibition. HEK-293 ATXN2-luciferase reporter, luminescence, 24 h. Potency, µM (titrated, usually from 57 µM), for the others: at the top dose activity change, negative = inhibition, usual class: inhibitors. 360,000 compounds, 0.72% hits. AID 1745845; also: potency is read from the fitted curve at half-maximal effect; % is scaled to controls: 0 for no effect and ±100 for the full control effect; nearly all actives have a fitted effect of over 55% in size
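ATXN2-luciferase reporter cells (luciferase flanked by upstream and downstream ATXN2 gene portions) were treated 24 h at 37 °C with compounds at up to 57 uM. SteadyGlo luminescence gave expression; GF-AFC fluorescence gave viability.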
Nrf2 ARE act: Nrf2 pathway activation; Potency, µM (series often up to 46.1 µM), for inactives: top-dose activation, hits mostly activators; AID 624171; 410,000 compounds, 0.31% hits; AREc32 ARE-luciferase reporter (MCF7-derived line), luminescence, 24 h; also: potency is read from the fitted curve at half-maximal effect; % of control where 0% means no effect; nearly all actives have a fitted effect of over 65% in size
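For detection, Steady-Glo was added and plates sat 30 min at RT; before that, AREc32_Fluc cells grown overnight in OPTI-MEM/5% FBS had been treated with 23 nL compound for 24 hr at 37 deg C.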
S2 tox: reduces viability in counter-screen for ATXN expression inhibitors; S2 cells (HEK-293 line with an ATXN2-luciferase reporter) viability, CellTiter-Fluor protease fluorescence, 24 h; Potency, µM (series often up to 56.7 µM), most hits filed as cytotoxic; 400,000 compounds, 0.49% hits; AID 651635; also: potency is read from the fitted curve at half-maximal effect; nearly all actives have a fitted effect of over 40% in size
The depositor's hits bear a star; i = inactive; ? = inconclusive; · = no result given; & = joins results of further samples; [ ] = dose if it differs, or a comment. Unless noted, calls follow the shape of the dose curve; as a rule, active = well fitted curve in the direction sought with a large enough effect; inconclusive = small, poorly fitted or top-dose-only effect, or another doubt; inactive = no such curve, though single readings can be large; an effect the other way counts as inactive or inconclusive.

SMILES | IL-2 act | HepG2 tox | Nrf2 inh | TGFb SMAD3 inh | EPAC2 agonist | A549 tox | ATXN2 expr inh | Nrf2 ARE act | S2 tox
Cc1ccccc1NC(=S)NC(NC(=O)COc1ccccc1)C(Cl)(Cl)Cl (stereo not given) | -0.9 | -37% | ? | -17% | -7% | -24% | 35%[activator] | 0.7% | i
CCCOC(=O)c1ccc(NC(=O)Cc2csc(C)n2)cc1 | · | -2% | ? | -32% | · | 0% | · | 4.0% | ·
CSC(=S)NN=C(C)c1cccc(C)n1 | -5.9 | -63% | 4.1µM* | ? | -1% | ? | ? | 26% | ?
N#Cc1c(N)nc(SCC(=O)OCc2ccccc2)c(C#N)c1-c1ccco1 | 2.2 | -26% | -10% | -23% | 8% | 10% | -1% | 8.0% | i
COc1ccc(-c2noc(CSc3nnc(-c4ccncc4)n3-c3ccc(C)c(C)c3)n2)cc1 | · | -35% | ? | -17% | · | ? | · | 4.6% | ·
O=C1CCC(C(=O)N2CCCC(C(=O)c3ccc4c5c(cccc35)CC4)C2)=NN1 (stereo not given) | 0.6 | -37% | -8% | -20% | 0% | -7% | 17% | -0.3% | i
CCc1ccc(C2CC(c3ccc(C)cc3)n3nc(N)nc3N2)cc1 (stereo not given) | 1.2 | 1% | 11% | 5% | 4% | 3% | 8% | 3.0% | i
CCOC(=O)CC1=NS(=O)(=O)c2ccccc2N1 | -0.9 | -1% | 13% | 3% | 2% | 0% | -6% | 0.4% | i
CCc1ccc2[nH]c3nc(N/N=C/c4ccc(O)cc4O)nnc3c2c1 | -3.8 | -17% | ? | -13% | 6% | -10% | ? | -0.2% | i
COc1ccc(C2=NN(C(=O)c3cccs3)C(c3ccccc3O)C2)cc1 (stereo not given) | -3.4 | -98% | 23µM* | 13µM* | 9% | ? | · | 0.0% | ?
CCOC(=O)C(C(=O)OCC)=C1OC(=O)c2ccccc21 | -0.8 | -7% | 4% | 5% | 6% | 0% | -3% | 0.3% | i
C[C@H](CO)N1C[C@H](C)[C@@H](CN(C)S(=O)(=O)c2ccc(-c3ccccc3)cc2)OCc2cn(nn2)CCCC1=O | 2.7 | 7% | · | 5% | 7% | · | -8% | -0.4% | ·
COc1ccc(OC)c(NC(=O)CSc2ccc(-c3cccs3)nn2)c1 | · | -1% | -1% | 0% | · | 4% | -8% | ? | i
COc1cc(CC(=O)Nc2ccccc2N2CCCCC2)cc(OC)c1OC | 5.4 | 0% | ? | 4% | 6% | -14% | -1% | 0.3% | i
CCCN1Cc2cccc(C(=O)Nc3cc(C)cc(C)c3)c2C1=O | · | -1% | 0% | 0% | · | -5% | 11% | 0.3% | i
COc1ccc(CNC(=O)COC(=O)c2ccc(S(=O)(=O)NCc3ccco3)cc2)cc1 | 0.0 | -19% | 3% | 1% | -6% | -1% | -4% | -0.4% | i
CC(Nc1ncnc2ccccc12)c1ccccc1 (stereo not given) | -0.4 | -7% | ? | -8% | -3% | -8% | -37% | 1.7% | i
Cc1ccc(SCCN2CCC(O)CCC2=O)cc1 (stereo not given) | -0.2 | -13%&-42% | 14% | 11%&-18% | 3% | 1% | 7% | 0.5% | i
Cc1ccc(N2CC(c3nc4ccccc4n3C)CC2=O)cc1 (stereo not given) | 0.0 | -1% | 12% | 0% | 3% | -1% | · | 0.4% | i
C/C(=C1\SC(N2CCOCC2)=NC1=O)c1ccccc1 | -1.9 | 0% | -2% | 19% | -1% | -1% | 7% | -0.3% | i
O=C(CSc1nnc(-c2ccncc2)n1Cc1ccccc1)Nc1nccs1 | 1.1 | -10% | 0% | 1% | 8% | ? | -12% | -0.8% | i
O=C(Nc1cc2c3c(c1)CC(=O)N3CCC2)c1cccc(F)c1 | -2.1 | -2% | 14% | -11% | -1% | 0% | 0% | 11% | i
CCOC(=O)C1CCCN(CCC(=O)Nc2cc(OC)ccc2OC)C1 (stereo not given) | -0.2 | -3% | 10% | 4% | 5% | 1% | -4% | -0.2% | i
O=c1[nH]c(C2CCN(S(=O)(=O)c3ccc4c(c3)OCCO4)CC2)nc2c1nnn2Cc1c(F)cccc1Cl | -0.4 | -5% | ? | ? | 12% | -1% | 1% | -1.3% | i
Fc1nc(F)c(F)c(NCCCNc2c(F)c(F)nc(F)c2F)c1F | 0.2 | -33% | ? | ? | 2% | ? | · | 0.7% | i
COc1ccccc1C1/C(=C(/O)c2ccc(Cl)cc2)C(=O)C(=O)N1CCN1CCOCC1 (stereo not given) | 7.9 | 0% | · | 4% | 2% | -3% | -8% | 2.1% | i
CCn1ncc(C2=NOC(C(=O)N3CCN(c4ccccc4)CC3)C2)c1C (stereo not given) | -3.0 | -4% | · | -3% | 1% | 14% | -13% | -0.8% | i
Cc1cc(C(=O)Nc2ccccn2)no1 | 2.3 | -15% | ? | 8% | 11% | 10% | 27% | -0.3% | i
CC1CCN(C(=S)c2ccc(N(C)C)cc2)CC1 | -0.3 | -12% | ? | -23% | -2% | 9% | 39%[activator] | 0.0% | i
COc1ccc(C(=O)COC(=O)CCn2nnc(-c3cccs3)n2)cc1 | 0.4 | -6% | -14% | 3% | -2% | 0% | -8% | -0.3% | i
O=C(NCc1ccc(F)cc1)C(=O)NCC1CCCN1S(=O)(=O)c1ccccc1 (stereo not given) | -5.4 | -5% | ? | -23% | 20% | 1% | -22% | 0.1% | i
COc1cc(/C=C2\SC(N3CCc4ccccc4C3)=NC2=O)cc(OC)c1OC | -1.8 | -2% | -11% | 10% | -7% | -2% | 5% | -0.1% | i
CCCn1nc(NC(=O)C(C)C)c2cc3cc(OC)ccc3nc21 | -3.1 | 5% | 7% | -6% | 5% | 13% | 7% | 5.4% | ·
OCCCNc1ncnc2c1ncn2[C@H]1CN(Cc2ccncc2)C[C@@H](CO)O1 | 0.6 | 15% | · | 1% | -7% | · | 17% | 0.0% | i
O=C(c1cc(Cl)cc(Cl)c1)N1CCC2CC1c1cc(-c3ccc4c(c3)OCO4)ccc12 (stereo not given) | 0.3 | 3% | 9% | 3% | -5% | 1% | 4% | 0.5% | i
CCOC(=O)c1nc(Nc2ccc(N3CCOCC3)cc2)c2ccccc2n1 | 1.4 | -20% | -24% | 3% | -9% | -10% | 4% | 0.2% | i
COc1ccccc1NC(=O)C(C)OC(=O)CCSc1ccc(F)cc1 (stereo not given) | -1.0 | -13% | -6% | 11% | 6% | 0% | -12% | 0.0% | i
CCn1cc(C(=O)N2CCN(c3ccc(OC)cc3)CC2)c(=O)c2cc(S(=O)(=O)N3CCOCC3)ccc21 | -1.4 | -6%&-1% | 0%&-13% | 0%&-17% | -5% | -1%&24% | 5%&-3% | 0.3%&-0.2% | i
CCN1C(=O)[C@H]2[C@@H](c3ccc(Cl)cc3)N3C(=O)CN(Cc4ccccc4)C(=O)[C@@]3(C)[C@H]2C1=O | -0.7 | 20% | 2% | 15% | 6% | -1% | 2% | -0.5% | i
CCn1c2ccccc2c2cc(/C=N/NC(=O)c3ccccc3C)ccc21 | -1.4 | -12% | 13% | 4µM* | 1% | -11% | ? | 2.1% | i
CC1=CC(=O)C2(C)C(C)=C(C)C12C (stereo not given) | -1.1 | -1% | · | -11% | 5% | · | · | -1.7% | i
NC(=O)C1CCN(C(=O)C(=O)c2cn(CC(=O)N3CCCC3)c3ccccc23)CC1 | -1.3 | 13% | ? | 2% | 3% | 4% | 8% | 0.1% | i
Nc1nc(=O)n(C2CCCCO2)cc1Br (stereo not given) | -0.2 | 7% | 0% | 0% | 4% | -3% | -14% | -0.2% | ?
CCCCCNc1ncnc2c(C)[nH]nc12 | -0.6 | -5% | · | 8% | 9% | · | 12% | 3.6% | i
NC(=O)c1ccc(NC(=O)COC(=O)c2ccc([N+](=O)[O-])cc2)cc1 | -1.3 | 0% | 7% | 9% | 0% | 1% | 10% | -0.8% | i

Two entries from above, with each value named.
compound: NC(=O)C1CCN(C(=O)C(=O)c2cn(CC(=O)N3CCCC3)c3ccccc23)CC1
- IL-2 act: -1.3
- HepG2 tox: 13%
- Nrf2 inh: ?
- TGFb SMAD3 inh: 2%
- EPAC2 agonist: 3%
- A549 tox: 4%
- ATXN2 expr inh: 8%
- Nrf2 ARE act: 0.1%
- S2 tox: i

compound: Nc1nc(=O)n(C2CCCCO2)cc1Br (stereo not given)
- IL-2 act: -0.2
- HepG2 tox: 7%
- Nrf2 inh: 0%
- TGFb SMAD3 inh: 0%
- EPAC2 agonist: 4%
- A549 tox: -3%
- ATXN2 expr inh: -14%
- Nrf2 ARE act: -0.2%
- S2 tox: ?

(further entries)
SMILES | IL-2 act | HepG2 tox | Nrf2 inh | TGFb SMAD3 inh | EPAC2 agonist | A549 tox | ATXN2 expr inh | Nrf2 ARE act | S2 tox
COc1ccccc1Nc1nc(C)c(C(=O)Nc2ccccc2)s1 | 0.0 | -19% | 18% | 6% | 9% | 5% | 20% | 0.1% | i
COc1ccc(N(CC(=O)NCc2ccccc2OC)S(=O)(=O)c2ccccc2[N+](=O)[O-])c(OC)c1 | 0.1 | -10% | -9% | -4% | 9% | -12% | -13% | 0.0% | i
CCOc1cc(C2NN=C(c3ccccc3)S2)ccc1OCc1ccc(F)cc1 (stereo not given) | -2.6 | -4% | ? | ? | 3% | -2% | 43%[activator] | 11µM* | i
CCCCN(C)CCNC(=O)C1CCCN(S(=O)(=O)c2cccc3nsnc23)C1 (stereo not given) | -0.4 | 3%&-1% | ? | 5%&-17% | 5% | -7%&9% | -14%&-12% | 2.1%&0.2% | i
O=C(O)c1cc(S(=O)(=O)NCCCN2CCCC2=O)ccc1Cl | -2.0 | -1% | -3% | -24% | -5% | 3% | -5% | -0.8% | ?

Screens deposited in PubChem by National Center for Advancing Translational Sciences (NCATS).
